Assay outcomes from PubChem BioAssay.
AmpC no deterg: inhibitors of E. coli AmpC beta-lactamase without detergent. AID 485341. P00811. actives 0.52% (n = 330,000). AmpC nitrocefin hydrolysis, absorbance 480 nm, 0.0001% Triton. Potency, µM (doses to about 57.1 µM), for the others: at the top dose activity change, negative = inhibition, most hits filed as inhibitors;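 also: potency is read from the fitted curve at half-maximal effect; plate controls were no compound for no effect and no enzyme for full effect; nearly all actives have a fitted effect of over 20% in size; some results filed as inactive show a strong effect at the top dose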
Target sequence (P00811 whole entry, looked up): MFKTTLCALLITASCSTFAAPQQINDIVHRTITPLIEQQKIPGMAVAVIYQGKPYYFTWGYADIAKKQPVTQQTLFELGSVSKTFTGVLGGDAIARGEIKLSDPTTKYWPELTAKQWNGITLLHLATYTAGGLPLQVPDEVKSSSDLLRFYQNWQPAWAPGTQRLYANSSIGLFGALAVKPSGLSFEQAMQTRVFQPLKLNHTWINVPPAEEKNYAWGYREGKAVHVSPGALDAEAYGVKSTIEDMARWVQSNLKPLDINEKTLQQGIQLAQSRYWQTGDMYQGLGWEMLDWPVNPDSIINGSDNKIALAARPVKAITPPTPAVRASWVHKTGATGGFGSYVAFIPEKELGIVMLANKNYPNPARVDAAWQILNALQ
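AmpC (5.3 nM in the dispensed reagent) in 20 mM phosphate pH 7.0 with 0.01% (detergent screen) or 0.0001% Triton X-100 was preincubated with compounds for 15 min at room temperature. Nitrocefin was then added from an 800 uM solution, and hydrolysis was followed at 480 nm.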
CHX counter: affects cycloheximide protein synthesis inhibition readout, counter-screen. actives 12% (n = 300,000). max response, %. cell reporter, cycloheximide protein synthesis inhibition counterscreen; in the data active = max response mostly above about 13%, no sharp cut-off; inactive = mostly below about 14%; also: read at 38.3 µM for the half of the compounds with a filed dose; 0% is about no effect
HCMV antiviral: inhibitors of human cytomegalovirus | HFF cells, HCMV-luciferase reporter, 72 h; stronger effect = lower value | actives 4.5% (n = 410,000) | activity change, negative = inhibition, % at 57.5 µM; in the data active = activity change below about -60%; inconclusive = no clear call, values can overlap the other calls; inactive = above about -39%; also: % is scaled to controls: 0 for no effect and ±100 for the full control effect
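Luciferase read-out from HCMV-luciferase-infected HFFs (MOI 1 PFU/cell) 72 h post infection at 37C; compounds added after 16 h cell attachment; activity normalized between buffer-only basal and Salinomycin (10uM) inhibitor controls.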
Shiga inhibitor: inhibitors of Shiga toxin in Vero cells. Vero cells, Shiga toxin protein synthesis inhibition reporter. inhibition, % at 38.7 µM. actives 9.2% (n = 290,000). AID 2315; in the data active = inhibition mostly above about 28%, no sharp cut-off; inactive = mostly below about 43%; also: 0% is about no effect
Giardia FBPA inh: inhibitors of Giardia lamblia fructose-1,6-bisphosphate aldolase. A8B2U2. purified Giardia FBPA. Potency, µM (top dose mostly 59.6 µM), for inactives: top-dose activity, negative = inhibition, actives largely listed as inhibitors. actives 0.71% (n = 290,000); also: potency is read from the fitted curve at half-maximal effect; % is scaled to controls: 0 for no effect and ±100 for the full control effect; nearly all actives have a fitted effect of over 55% in size
Target sequence (A8B2U2 whole entry, looked up): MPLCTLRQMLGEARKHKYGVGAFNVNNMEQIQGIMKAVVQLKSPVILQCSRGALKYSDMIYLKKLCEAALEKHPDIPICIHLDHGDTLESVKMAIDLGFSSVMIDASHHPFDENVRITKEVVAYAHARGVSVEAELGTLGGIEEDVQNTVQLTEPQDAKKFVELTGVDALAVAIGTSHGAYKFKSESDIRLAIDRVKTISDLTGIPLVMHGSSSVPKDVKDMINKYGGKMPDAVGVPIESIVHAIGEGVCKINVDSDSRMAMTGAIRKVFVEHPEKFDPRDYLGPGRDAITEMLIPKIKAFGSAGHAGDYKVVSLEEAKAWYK
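Giardia FBPA (40 nM reagent) was preincubated 10 min at RT with compound (up to 57.5 uM final), then substrate plus GAPDH/TPI/NAD/arsenate coupling system with diaphorase/resazurin was added; resorufin fluorescence (525/598 nm) was read after 20 min.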
AmpC detergent: blocks E. coli AmpC beta-lactamase in detergent assay; P00811; AmpC hydrolysis of nitrocefin, absorbance 480 nm, 0.01% Triton; Potency, µM (doses to about 114 µM), inactives show at the highest dose activity change, negative = inhibition, most hits filed as inhibitors; actives 0.041% (n = 370,000); AID 485294;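 also: potency is read from the fitted curve at half-maximal effect; 0% = no-compound wells and -100% = no-enzyme wells; nearly all actives have a fitted effect of over 25% in size; some results filed as inactive show a strong effect at the top dose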
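AmpC (5.3 nM in the dispensed reagent) in 20 mM phosphate pH 7.0 with 0.01% (detergent screen) or 0.0001% Triton X-100 was preincubated with compounds for 15 min at room temperature. Nitrocefin was then added from an 800 uM solution, and hydrolysis was followed at 480 nm.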
AMA1 RON2 block: AMA1-RON2 (P. falciparum) interaction inhibition. actives 0.2% (n = 360,000). AlphaScreen AMA1-biotinylated RON2 peptide binding. Potency, µM (doses to about 58.2 µM), without a hit: top-dose activity change, negative = inhibition, hits mostly inhibitors. AID 720542;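 also: potency is read from the fitted curve at half-maximal effect; 0% = vehicle wells and -100% = peptide control; nearly all actives have a fitted effect of over 45% in size; some results filed as inactive show a strong effect at the top dose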
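AMA1 (3D7) with his tag at 25 nM final met compounds first, then biotinylated RON2 peptide at 25 nM; detection used donor plus acceptor beads, 10 µg/mL apiece, read by AlphaScreen after 30 min at room temperature.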
Numbers without * were called inactive; ? = inconclusive; . = no result given; [ ] = remark or other dose. Unless noted, calls follow the shape of the dose curve; as a rule, active = well fitted curve in the direction sought with a large enough effect; inconclusive = small, poorly fitted or top-dose-only effect, or another doubt; inactive = no such curve, though single readings can be large; an effect the other way counts as inactive or inconclusive.

compound,AmpC no deterg,CHX counter,HCMV antiviral,Shiga inhibitor,Giardia FBPA inh,AmpC detergent,AMA1 RON2 block
CCC(C)(C(=O)NC1CCCC1)N(C(=O)c1ccccn1)c1ccccc1 (stereo not drawn),-2%,9,0,-7,2%,-4%,3%
CCCCOc1ccc(C(=O)NCC(=O)NCC(c2ccc(F)cc2)N2CCOCC2)cc1 (stereo not drawn),204%[activator],.,-3,.,.,-15%,41%[activator]
COc1ccc(Cl)cc1NC(=S)NCCO,-7%,-3,-35,-5,-2%,-4%,5%
CS(=O)(=O)N1CCN(c2ccccc2NC(=O)c2cccs2)CC1,-4%,-2,2,10,5%,4%,9%
CC(=O)CCC(=O)N1CCC(n2nccc2NC(=O)c2ccccc2C)CC1,30%,7,-8,5,.,-5%,5%
Cc1ccc(Sc2cnn(-c3ccccc3)c(=O)c2Cl)cc1,-17%,3,-27,-3,4%,?,26%
CCn1c(=Nc2ccc(N3CCOCC3)cc2)ccc2ccccc21,-21%,-1,13,1,0%,-6%,9%
COc1ccc(-c2cc(N3CCCC3)n3ncnc3n2)cc1,-16%,-4,-98*,-7,3%,0%,-11%
NCCCn1c(C(=O)c2cc(Cl)c(N)c(Cl)c2)c2ccccc2[n+]1[O-],5%,.,70,.,.,-9%,5%
CC(C#CCN1CCCCC1)OCCOCc1ccccc1 (stereo not drawn),2%,-5,34,-21,-16%,-6%,-10%
O=c1[nH]c(SCCOc2ccccc2)nc2ccccc12,.,21,-14,35,-5%,-5%,0%
CCOc1ccc(NC(=O)CSc2nnc(Cc3cccn3C)n2-c2ccc(F)cc2)cc1,97%[activator],-7,22,-8,-12%,-7%,-13%
Cc1cccc(OCC(=O)OC(C)C(=O)Nc2ccc(Cl)cn2)c1 (stereo not drawn),-21%,.,-17,.,.,?,5%
CCOC(=O)c1c(-c2ccccc2)oc2ccc(OCC(O)CN(C)C)cc12 (stereo not drawn),102%[activator],-3,-37,-9,2%,?,-18%
Cc1nc(N)sc1N=Nc1c(C)n(C)n(-c2ccccc2)c1=O,-23%,-2,-13,3,-1%,5%,24%
Cc1ccccc1C(=O)N1CCN(c2ccc(N3CCOCC3)nn2)CC1,-6%,.,-3,.,.,-11%,4%
CC(C)c1ccc2[nH]c3nc(SCC(=O)NC4CC4)nnc3c2c1,-15%,-5,18,7,-2%,-4%,-27%
S=C(NCCCc1ccccc1)Nc1ccc(Br)cc1,-52%,9,-36,1,.,5%,70%[activator]
Cc1cc(OCCCCCNCCO)cc(C)c1Cl,77%[activator],1,?,-9,1%,-9%,5%
Cc1ccc(OCC(=O)NCCO)c(Br)c1,-16%,31*,53,29,3%,7%,13%

In another format: 2 of the compounds above.
> CC(C)c1ccc2[nH]c3nc(SCC(=O)NC4CC4)nnc3c2c1
  AmpC no deterg: -15%; CHX counter: -5; HCMV antiviral: 18; Shiga inhibitor: 7; Giardia FBPA inh: -2%; AmpC detergent: -4%; AMA1 RON2 block: -27%
> CCn1c(=Nc2ccc(N3CCOCC3)cc2)ccc2ccccc21
  AmpC no deterg: -21%; CHX counter: -1; HCMV antiviral: 13; Shiga inhibitor: 1; Giardia FBPA inh: 0%; AmpC detergent: -6%; AMA1 RON2 block: 9%

Following part
compound,AmpC no deterg,CHX counter,HCMV antiviral,Shiga inhibitor,Giardia FBPA inh,AmpC detergent,AMA1 RON2 block
CCOC(=O)N1CCC(NC(=O)C2CCN(S(=O)(=O)N3CCCC3)CC2)CC1,21%,-5,-26,-9,.,?,0%
COc1ccc(C(=O)N2CCN(C(C)=O)CC2)cc1S(=O)(=O)NCc1ccc(Cl)cc1,13%,-1,25,-8,15%,?,-14%
CC12CN(C(=S)Nc3ccccc3)CC(C)(CN(C(=S)Nc3ccccc3)C1)C2=O,-3%,13,14,-12,-13%,3%,5%
CC(C)c1ccc(NC(=O)C2CCN(S(C)(=O)=O)CC2)cc1,2%,-5,-24,-17,8%,-15%,7%
Cc1cc(C)n(/N=C/c2ccco2)c(=O)c1C#N,-23%,-5,?,-4,1%,-4%,-1%
CCOC(=O)CSc1nnc(Cn2nnc3ccccc32)n1-c1ccc(F)cc1,10%,-2,4,12,8%,-7%,6%
COc1ccc(NC(=O)c2cccs2)c([N+](=O)[O-])c1,-11%,37*,-34,80*,3%,-5%,-8%
O=C(Nc1ccc(Cl)cn1)c1ccc([N+](=O)[O-])o1,-20%,45*,6,119*,-23%,1%,2%
CSCCC(NC(=O)c1ccco1)C(=O)Nc1cc(C)ccn1 (stereo not drawn),-6%,.,47,.,.,-12%,-11%
CC(=O)N1c2ccc(C)cc2C(c2ccccc2)CC1C (stereo not drawn),71%[activator],2,197,-4,3%,-15%,11%
COC(=O)c1c(C)[nH]c(C(=O)OCC(=O)N(CC(C)C)c2c(N)n(Cc3ccccc3)c(=O)[nH]c2=O)c1C,0%,.,23,.,.,-10%,-24%
Cc1ccc(S(=O)(=O)N2CCCC(C(=O)NCc3ccccc3F)C2)cc1 (stereo not drawn),-4%,-4,-7,-2,5%,?,-6%
Cc1ccc(S(=O)(=O)N(C)C)cc1NC(=O)Nc1ccccc1,-55%,-3,-13,-10,-5%,1%,-9%
Cn1c(=O)oc2cc(S(=O)(=O)N3CCC4(CC3)OCCO4)ccc21,-3%,1,23,2,-2%,-7%,-10%
Cc1cc(C)c(S(=O)(=O)N2CCCC(C(=O)N3CCOCC3)C2)c(C)c1 (stereo not drawn),53%,-3,?,-14,7%,?,-4%
COc1ccccc1-c1nnc(SCC(=O)Nc2ccc3[nH]c(=O)[nH]c3c2)n1N,-16%,.,-7,.,.,2%,72%[activator]
COC(=O)C(=C/C(C)=C/c1cccnc1)C(=O)OC,-2%,-5,?,-7,-4%,2%,-6%
COc1ccc(-c2csc(Cc3nnc4n3CCCCC4)n2)cc1,1%,5,8,-11,2%,-6%,-16%
O=C(CN1C(=O)NC2(CCCC2)C1=O)Nc1ccc(F)c(F)c1F,-15%,-8,-18,-19,4%,3%,4%
Cc1ccc2nc(COC(=O)c3ccc(Cl)nc3)cc(=O)n2c1,-15%,.,47,.,.,.,16%
CC1(C)C(=O)C=C[C@]2(C)[C@H]3CC[C@@]4(C)[C@H](c5ccoc5)OC(=O)[C@H]5O[C@]54[C@]3(C)[C@H](O)C[C@@H]12,23%,21*,.,46,-5%,?,-8%
Cn1c(SCc2cc(=O)[nH]c3ccccc23)nnc1-c1ccc(Br)cc1,-16%,-2,-33,1,7%,-14%,-5%
O=C(NCC1CCCO1)c1ccc(-c2cccc(C(F)(F)F)c2)o1 (stereo not drawn),36%,12,-5,-22,.,1%,17%
Cn1c(=O)[nH]c(=O)c2c1nc(SCCC(=O)O)n2Cc1cccc(Br)c1,-54%,0,3,2,8%,0%,-1%
Cc1noc(C)c1C(=O)NCc1cccs1,-14%,4,-15,21,3%,?,56%[activator]
Cc1ccc(NC(=O)CCC(=O)NNS(=O)(=O)c2ccc(Cl)cc2)cc1C,-5%,-2,1,-4,.,?,31%[activator]
CCCCc1nc(SCC(=O)N2CCCCC2)c2c(=O)n(C)c(=O)n(C)c2n1,41%,.,-25,.,.,-6%,-3%
CCOc1ccccc1N(CC(=O)Nc1ccccc1C(=O)N1CCCC1)S(C)(=O)=O,10%,-3,?,-11,-9%,9%,4%
CS(=O)(=O)N1CCCC(C(=O)Nc2ccccc2Cl)C1 (stereo not drawn),-11%,-1,23,-3,-6%,?,20%
Cc1nc2ccccc2n1S(=O)(=O)c1cc(C(=O)O)ccc1Cl,-17%,-2,4,-7,-15%,1%,-3%
O=[N+]([O-])c1ccc(Cl)c(CN2CCN(c3ncccn3)CC2)c1,-17%,-3,-5,19,?,?,-26%
CN(C)C1(CNC(=O)c2cccc(S(=O)(=O)Nc3ccc(Br)cc3)c2)CCCCC1,-2%,.,-25,.,.,0%,82%[activator]
CCOc1ccc(NS(=O)(=O)c2cc(C)c(C)cc2C)cc1,-17%,1,?,37,-14%,0%,-7%
Nc1cc(-c2nc3ncccc3o2)ccc1Cl,-20%,59*,175,60*,0%,-2%,-4%
CCN(CC)C(=O)CSc1nc(O)cc(=O)n1C,-17%,4,12,-10,-9%,1%,-8%
CN1CCc2cc(O)c(O)cc2C(c2ccccc2)C1 (stereo not drawn),-10%,.,-25,.,-9%,0%,-1%
Cc1ccc(-c2c[n+](CC(=O)Nc3ccccc3C)c3n2CCC3)cc1,2%,-2,55,-4,-2%,-11%,-15%
CCOC(=O)C1CCN(C(=O)CCc2c(C)nc3c(-c4ccc(F)cc4)c(C)nn3c2C)CC1,26%,-1,?,-12,0%,?,17%
Cc1cccc(CSCCNC(=O)c2ccc(N(C)S(=O)(=O)c3ccccc3)cc2)c1,-21%,-2,25,-4,2%,1%,-12%
COc1ccccc1/C=C1\N=C(C(C)(C)C)OC1=O,-45%,11,0,-2,-9%,-12%,18%
Cc1ccc([N+](=O)[O-])cc1NC(=S)NC(=O)C(C)(C)C,-3%,14*,-17,34,17%,-5%,-2%
Cc1cccc(N2CCN(Cc3nc(C4CC4)no3)CC2)n1,-12%,-2,55,19,6%,2%,-4%
Cc1cc(C)nc(SCCn2c(N3CCCCC3)nc3c2c(=O)n(C)c(=O)n3C)n1,-9%,-3,32,-3,7%,1%,4%
COc1ccc(CCNc2ccc(S(=O)(=O)N3CCN(C)CC3)cc2[N+](=O)[O-])cc1,181%[activator],.,-13,.,.,-15%,?
CC(=O)c1ccc(N2CCN(S(=O)(=O)c3c(C(=O)N4CCCC4)c(C)n(C)c3C)CC2)cc1,97%[activator],18,0,30,4%,-8%,-2%
CCOC(=O)N1CCC(NC(=O)c2ccc(CS(=O)(=O)c3c(Cl)cccc3Cl)o2)CC1,42%,0,-2,-8,1%,?,16%
CCc1ccc2oc(=O)cc(CN(C)Cc3ccccc3)c2c1,2%,-1,-17,-14,3%,-1%,39%[activator]
O=C(NCCc1cn2ccccc2n1)C1CCCCC1,-25%,1,-34,-7,0%,?,4%
Cc1c(C(=O)N(C)CC(=O)Nc2cccc(F)c2)oc2c(Cl)cccc12,-6%,.,-18,.,.,-12%,-6%
Cc1ccc(C(=O)Cn2nc(C)c([N+](=O)[O-])c2C)c(C)c1,-13%[11.4 µM],20*,14,57*,-3%,-11%,4%
O=C(Nc1ccc(Cl)cc1)OCc1cc(-c2ccccc2Cl)on1,-25%,-2,25,5,0%,1%,-4%
COc1ccc(S(=O)(=O)NCCSCc2cccc(C)c2)cc1Br,-38%,-4,-17,-19,-12%,7%,-6%
COc1cc(OC)c(C(=O)COc2ncnc3ccccc23)c(OC)c1,-15%,-4,-24,32,-3%,?,10%
Cc1cc(Cl)ccc1NC(=O)c1ccc2c(c1)OCO2,-17%,26*,11,77*,6%,-13%,2%
